High-throughput results from PubChem BioAssay.
TRPC6 inhibitor = mouse TRPC6 channel inhibition. Q61143. HEK293-TRPC6, membrane potential dye, ACh-evoked depolarization; stronger effect = lower value. B-score at 10 µM. actives 1.1% (n = 310,000). AID 2553;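 active = B-score under library mean minus 3 SD, initial fluorescence not abnormally high, positive integrated signal ratio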;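 note: B-score derived from integrated fluorescence ratio over the kinetic read; more negative B-score means stronger inhibition of depolarization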
Target sequence (Q61143 whole entry, looked up): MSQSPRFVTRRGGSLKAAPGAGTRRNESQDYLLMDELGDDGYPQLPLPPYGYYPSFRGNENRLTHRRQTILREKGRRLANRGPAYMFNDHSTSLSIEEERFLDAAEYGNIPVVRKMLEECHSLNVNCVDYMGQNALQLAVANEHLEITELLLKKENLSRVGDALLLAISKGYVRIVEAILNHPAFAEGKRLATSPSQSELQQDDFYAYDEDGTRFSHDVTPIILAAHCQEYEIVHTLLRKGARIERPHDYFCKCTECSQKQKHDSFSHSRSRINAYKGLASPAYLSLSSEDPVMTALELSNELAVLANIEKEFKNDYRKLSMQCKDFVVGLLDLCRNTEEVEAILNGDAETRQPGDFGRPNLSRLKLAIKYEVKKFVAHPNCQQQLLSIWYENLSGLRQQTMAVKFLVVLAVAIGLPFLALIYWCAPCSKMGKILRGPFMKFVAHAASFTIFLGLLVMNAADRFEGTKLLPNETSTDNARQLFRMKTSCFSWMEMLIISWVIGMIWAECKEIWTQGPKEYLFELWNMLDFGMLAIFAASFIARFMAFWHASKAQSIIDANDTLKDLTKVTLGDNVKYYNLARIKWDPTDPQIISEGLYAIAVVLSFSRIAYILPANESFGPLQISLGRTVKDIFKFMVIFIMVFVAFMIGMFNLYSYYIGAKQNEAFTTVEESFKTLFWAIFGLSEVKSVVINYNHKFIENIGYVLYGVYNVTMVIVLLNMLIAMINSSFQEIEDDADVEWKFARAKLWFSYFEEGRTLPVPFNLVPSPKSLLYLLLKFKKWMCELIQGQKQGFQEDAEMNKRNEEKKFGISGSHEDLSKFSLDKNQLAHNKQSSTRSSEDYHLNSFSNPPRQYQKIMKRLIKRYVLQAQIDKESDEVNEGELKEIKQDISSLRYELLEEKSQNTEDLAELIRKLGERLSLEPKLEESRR
MrgX1 ag = agonists of human MrgX1 receptor; Q96LB2; actives 0.44% (n = 310,000); MrgX1-HEK293 cells, Fluo-4 calcium fluorescence, agonist mode; stronger effect = higher value; B-score at 10 µM;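 active = calcium response B-score plate-corrected fluorescence ratio at least 3 library SD, with starting fluorescence B-score inside 5 SD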
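times = overnight plating, then 30 min 37 °C plus 30 min room-temperature dye loading | assay system = stable human MrgX1 HEK293 cell line | input = fifteen thousand cells per well | signal = kinetic calcium dye fluorescence, Fluo-4 NW | dosing = compound delivered in addition one of three | read-out = B-scored fluorescence response ratio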
TRPC4 agonist = activators of mouse TRPC4 channel. HEK293 TRPC4beta/mu-opioid, Fluo4 calcium fluorescence; stronger effect = higher value. B-score at 10 µM. actives 0.49% (n = 310,000). AID 2237;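 active = B-score above 5 SD of library B-scores, and initial fluorescence ratio not above library mean plus 5 SD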;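 note: positive B-score marks a calcium rise read as TRPC4 activation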
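Material: TRPC4beta and mu-opioid receptor HEK293 stable cells | Incubation: 45 min room-temperature Fluo4 loading, 110 s read | Detection: Kinetic Fluo4 calcium fluorescence | Measure: Integrated baseline-normalised fluorescence ratio, converted to per-well B score | Benchmarks: Low control buffer alone, high control maximal DAMGO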
MrgX1 PAM = allosterically activates human MrgX1 receptor signaling; actives 0.63% (n = 310,000); AID 588675; B-score at 10 µM; MrgX1-HEK293, Fluo-4 calcium flux, FDSS; stronger effect = higher value; Q96LB2;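 active = plate-corrected calcium response at least 3 library SD above typical, normal starting fluorescence, not activating the receptor alone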;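 note: compound read alongside a low EC10 to EC30 dose of BAM8-22 agonist; peak minus trough fluorescence over baseline measured at the second addition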
ANO1 activ = activates or potentiates the mouse TMEM16A chloride channel. AID 623877. Q8BHY3. B-score at 10 µM. actives 0.3% (n = 340,000). HEK293 TMEM16A/YFP-H148Q/I152L, iodide quench fluorescence; stronger effect = lower value;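 active = fluorescence-ratio B-score plate-corrected deviation score at least 3 library SD below zero, with starting fluorescence score within 5 deviations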;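 note: channel opened by trigger with iodide after compound preincubation; score built on the fluorescence ratio of max minus min over baseline; more negative score means more quench and so TMEM16A activation or potentiation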
ANO1 block = mouse TMEM16A channel inhibition, primary screen; Q8BHY3; HEK293 TMEM16A/YFP iodide influx fluorescence, ionomycin; normalized B-score (activity score, 25-100; higher = stronger inhibition) at 10 µM; actives 1.2% (n = 310,000);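 active = ratio plate-corrected score three or more library SD toward inhibition, starting fluorescence score within five deviations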;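 note: score derived from kinetic fluorescence span divided by baseline fluorescence per well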
TRPC4 potent = allosteric potentiators of mouse TRPC4 channel; Q9QUQ5; HEK293 TRPC4beta/mu-opioid, DAMGO EC20, Fluo-4 Ca2+ flux; stronger effect = higher value; B-score at 10 µM; actives 0.42% (n = 310,000); AID 2227;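 active = B-score of calcium response area above 5 SD of library B-scores, with initial fluorescence ratio within 5 SD of library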;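 note: B-score of integrated fluorescence ratio over time as area under calcium response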
SKKanGAS inh = inhibitors of SKKanGAS S. pyogenes growth in kanamycin (SK-promoter or general growth effect). AID 1662. actives 1.3% (n = 300,000). inhibition, % at 7.5 µM. BacTiter-Glo, 6 h;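 active = mean replicate score, as percent of positive control median, at least 50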;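 note: strain carries kanamycin resistance gene driven by streptokinase promoter and grows in 40 µg/ml kanamycin; loss of luminescence reflects streptokinase promoter inhibition or plain growth inhibition; 0% = median of DMSO wells and 100% = positive control at its reference dose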
TRPC4 inh = TRPC4 (mouse) channel inhibition. HEK293 TRPC4beta/mu-opioid, DAMGO-evoked Fluo4 calcium flux; stronger effect = lower value. B-score at 10 µM. actives 0.39% (n = 300,000);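 active = B-score over 3 SD under the library average, no early fluorescence shift, positive overall ratio signal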
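Material: HEK293 cells with stable TRPC4beta plus mu-opioid receptor expression / Probe or stimulus: DAMGO in two steps, submaximal then maximal / Compound: single concentration per test compound / Technique: kinetic Fluo4 fluorescence imaging of calcium influx / Read-out: per-well B score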
TRPC6 act = mouse TRPC6 channel activation. Q61143. HEK293-TRPC6 membrane potential dye fluorescence; stronger effect = higher value. B-score at 10 µM. actives 0.13% (n = 310,000). AID 2550;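 active = B-score of the integrated fluorescence ratio above library mean plus 3 SD, and starting fluorescence ratio within library mean plus 5 SD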;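 note: higher score means more depolarization so channel activation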
MrgX1 antag = human MrgX1 receptor antagonism, primary screen | actives 1.3% (n = 310,000) | B-score at 10 µM | MRGX1-HEK293 calcium flux, Fluo-4, BAM8-22 antagonism; stronger effect = lower value | Q96LB2;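 active = calcium-response B-score plate-corrected more than 3 library SD below zero, starting fluorescence within 5 deviations, no agonist response on first addition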;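 note: peak minus trough fluorescence over baseline after final BAM8-22 challenge near maximal dose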
Starred values were filed as active, the others as inactive; i = inactive; nt = not tested or not shown.

SMILES | TRPC6 inhibitor | MrgX1 ag | TRPC4 agonist | MrgX1 PAM | ANO1 activ | ANO1 block | TRPC4 potent | SKKanGAS inh | TRPC4 inh | TRPC6 act | MrgX1 antag
CCn1c(SCC(=O)NNC(=O)c2ccc(OC)cc2)nnc1-c1ccco1 | i | i | i | i | i | i | i | -12 | i | i | i
COc1ccc(C(=O)N2c3ccccc3C(=O)OC2c2ccc3c(c2)OCO3)cc1 (stereo unspecified) | i | i | i | i | i | i | i | 2 | i | i | i
O=C(NN1CCOCC1)c1cc(-c2ccc(Cl)c(Cl)c2)nc2ccccc12 | i | i | i | i | i | i | i | -3 | i | i | i
CCOC(=O)C1=C(CSc2nc3ccccc3s2)NC(=O)NC1c1cccc([N+](=O)[O-])c1 (stereo unspecified) | i | i | i | i | i | i | i | 34 | i | i | i
Cc1ccc(-n2nc(C(=O)NN)c(C)c(C#N)c2=O)cc1Cl | i | i | i | i | i | i | i | 2 | i | i | i
CC(=O)Nc1nc(C=C(Cl)Cl)cs1 | i | i | i | i | i | i | i | 5 | i | i | i
COCCN(C(=O)COC(=O)c1ccccc1Nc1ccccc1)c1c(N)n(Cc2ccccc2)c(=O)[nH]c1=O | i | i | i | i | i | i | i | 3 | i | i | i
CC(C)Nc1nc(Cl)nc(NNC(=O)C(C)Oc2ccccc2)n1 (stereo unspecified) | i | i | i | i | i | i | i | 3 | i | i | i
CCCCNC(=O)c1onc(CSc2cc(C)cc(C)c2)c1C(=O)NCCCC | i | i | i | i | i | i | i | 20 | i | i | i
O=C(COC(=O)c1ccco1)NC1CCCC1 | i | i | i | i | i | i | i | 11 | i | i | i
CC(C)c1noc2ncc(C(=O)c3cc(Cl)cc(Cl)c3O)cc12 | i | i | i | i | i | 25* | i | 29 | i | i | i
CN1CCOCCOCCOCCN(C)C1=S | i | i | i | i | i | i | i | -12 | i | i | i
COc1ccc(Cl)cc1N(CC(=O)N1CCCC1)S(=O)(=O)c1ccc(C)cc1 | i | i | i | i | i | i | i | 1 | i | i | i
CCC(CC)C(=O)c1c[nH]c(C(=O)NCCCN2CCOCC2)c1 | i | i | i | i | i | i | i | -5 | i | i | i
O=C(Nc1ccc(N2CCOCC2)c(Cl)c1)c1cccc(-n2cnnc2)c1 | i | i | i | i | i | i | i | 2 | i | i | i
Cc1cc(OCCn2ccnc2)cc(C)c1Cl | i | i | 129* | i | i | i | i | -10 | i | i | i
Cc1ccc(C(C(=O)NCC2CCCO2)N(C(=O)c2snc(C(N)=O)c2N)c2ccccc2)o1 (stereo unspecified) | i | i | i | i | i | i | i | 7 | i | i | i
O=C(CCNS(=O)(=O)c1ccc2c(c1)CCC(=O)N2)Nc1ccc(F)c(F)c1 | i | i | i | i | i | i | i | -14 | i | i | i
COc1ccc(CCNC(=O)Cc2ccc(NC3=NC4CS(=O)(=O)CC4S3)cc2)c(OC)c1 (stereo unspecified) | i | i | i | i | i | i | i | -2 | i | i | i
O=C(O)CCc1nn2cnc3sc4c(c3c2nc1=O)CCCC4 | i | i | i | i | i | i | i | -8 | i | i | i
CC(=O)Nc1ccc(NC(=O)c2ccc(-c3ccc([N+](=O)[O-])cc3)o2)cc1 | i | i | i | i | i | i | i | -16 | i | i | i
O=C(N/N=C/c1cc(Cl)ccc1O)c1cccnc1 | i | i | i | i | i | i | i | 85* | i | i | i
CC(=O)c1cccc(CN2CCC(C(=O)Nc3ccc(-c4cccc(C)c4)cc3)CC2)c1 | i | i | i | i | i | i | i | 0 | i | i | i
Cc1cc(C)cc(C(=O)NC(CC(N)=O)c2ccc(NC3CCCC3)c([N+](=O)[O-])c2)c1 (stereo unspecified) | i | i | i | i | i | i | i | 8 | i | i | i
O=[N+]([O-])c1ccc2n[nH]nc2c1 | i | i | i | i | i | i | i | -1 | i | i | i
CN1CCN(/C=C(\C#N)S(=O)(=O)c2ccc(Cl)cc2)CC1 | i | i | i | i | i | i | i | -4 | i | i | i
Cn1c(=NC(=O)COc2ccccc2)sc2cc(F)cc(F)c21 | i | i | i | i | nt | i | i | -7 | i | i | i
c1cc2c(cc1OCCNC1CCCC1)CCC2 | i | i | i | i | nt | i | i | -8 | i | i | i
O=C(O)c1nn(Cc2ncc(-c3cccc(Cl)c3)o2)c(=O)c2ccccc12 | i | i | i | i | i | i | i | -2 | i | i | i
O=C(Cc1ccccc1)Nc1ccc(NC(=O)C2CCCCC2)nc1 | i | i | i | i | i | i | i | 24 | i | i | i

A draw from above in order of SMILES length, smallest number first.
SMILES | TRPC6 inhibitor | MrgX1 ag | TRPC4 agonist | MrgX1 PAM | ANO1 activ | ANO1 block | TRPC4 potent | SKKanGAS inh | TRPC4 inh | TRPC6 act | MrgX1 antag
O=C(N/N=C/c1cc(Cl)ccc1O)c1cccnc1 | i | i | i | i | i | i | i | 85* | i | i | i
O=C(O)CCc1nn2cnc3sc4c(c3c2nc1=O)CCCC4 | i | i | i | i | i | i | i | -8 | i | i | i
COc1ccc(CCNC(=O)Cc2ccc(NC3=NC4CS(=O)(=O)CC4S3)cc2)c(OC)c1 (stereo unspecified) | i | i | i | i | i | i | i | -2 | i | i | i

(listing goes on)
SMILES | TRPC6 inhibitor | MrgX1 ag | TRPC4 agonist | MrgX1 PAM | ANO1 activ | ANO1 block | TRPC4 potent | SKKanGAS inh | TRPC4 inh | TRPC6 act | MrgX1 antag
COC(=O)C(C(=O)OC)c1ccc(NC(=O)c2cccc(Cl)c2)cc1 | i | i | i | i | i | i | i | -2 | i | i | i
CCC12CN(C(=O)c3ccc([N+](=O)[O-])cc3)CC(CC)(CN(C(=O)c3ccc([N+](=O)[O-])cc3)C1)C2=O | i | i | i | i | i | i | i | -4 | i | i | i
COc1ccc(N(CC(=O)NC2CCCC2)S(=O)(=O)c2c(C)[nH]c(=O)[nH]c2=O)cc1 | i | i | i | i | i | i | i | -4 | i | i | i
O=C(Nc1nsc(-c2ccccc2)n1)c1ccc(F)cc1 | i | i | i | i | i | i | i | -19 | i | i | i
COC(=O)C1=C(O)/C(=C\c2sccc2C)N=C1C | i | i | i | i | i | i | i | -5 | i | i | i
Cc1[nH]n(-c2ccccc2)c(=O)c1N=Nc1ccccc1C(=O)N1CCOCC1 | i | i | i | i | i | i | i | 6 | i | i | i
OCCn1c(-c2ccc(F)cc2)csc1=Nc1ccccc1 | -7.5* | i | i | 13* | i | i | i | 1 | i | i | i
O=C(CSc1cccc[n+]1[O-])c1cc(Cl)ccc1Cl | i | i | i | i | i | i | i | 28 | i | i | i
CCN(CC)S(=O)(=O)c1cc(NS(=O)(=O)c2cc(Cl)ccc2Cl)ccc1C | i | i | i | i | i | i | i | 0 | i | i | i
COc1ccc(-c2nc(N)ncc2-c2ccc(Cl)cc2)c(O)c1 | i | i | i | i | i | i | i | 1 | i | i | i
CC(=O)Oc1cccc(C(=O)Nc2c[nH]c(=O)[nH]c2=O)c1 | i | i | i | i | i | i | i | -10 | i | i | i
CCNS(=O)(=O)c1ccc(NC(=O)Cn2nc(C(F)(F)F)cc2C)cc1 | i | i | i | i | i | i | i | -10 | nt | i | i
COc1ccc2cc(C(=O)/C=C/c3cc(OC)c(O)c(OC)c3)ccc2c1 | i | i | i | i | i | i | i | 69* | i | i | i
O=C(O)c1ccc(-c2ccccn2)s1 | i | i | i | i | i | i | i | -14 | i | i | i
COc1ccc(Cl)cc1NC(=O)c1nnn(CC(=O)Nc2ccc(OC)c(OC)c2)c1N | i | i | i | i | i | i | i | 17 | i | i | i

Some of the entries so far, with two lines to a compound:
Order of values – TRPC6 inhibitor | MrgX1 ag | TRPC4 agonist | MrgX1 PAM | ANO1 activ | ANO1 block | TRPC4 potent | SKKanGAS inh | TRPC4 inh | TRPC6 act | MrgX1 antag
OCCn1c(-c2ccc(F)cc2)csc1=Nc1ccccc1
→ -7.5* | i | i | 13* | i | i | i | 1 | i | i | i
O=C(CSc1cccc[n+]1[O-])c1cc(Cl)ccc1Cl
→ i | i | i | i | i | i | i | 28 | i | i | i

The list continues:
SMILES | TRPC6 inhibitor | MrgX1 ag | TRPC4 agonist | MrgX1 PAM | ANO1 activ | ANO1 block | TRPC4 potent | SKKanGAS inh | TRPC4 inh | TRPC6 act | MrgX1 antag
COc1ccc(CNC(N)=O)cc1 | i | i | i | i | i | i | i | -3 | i | i | i
Cc1cc(OCC(=O)NC(C)c2ccccc2)ccc1[N+](=O)[O-] (stereo unspecified) | i | i | i | i | i | i | i | -9 | i | i | i
Cc1cccc(C)c1NC(=O)CNCC(=O)Nc1c(C)cccc1C | i | i | i | i | i | i | i | 6 | i | i | i
O=C(NCCCn1ccnc1)Nc1cccc2ccccc12 | nt | i | nt | i | i | i | nt | nt | nt | nt | i
COc1ccc(S(=O)(=O)Nc2ccc(OCC(=O)O)cc2)c2ccccc12 | i | i | i | i | i | i | i | 0 | i | i | i
O=C(COc1ccccc1)NCCS(=O)(=O)N1CCN(c2ccccc2)CC1 | i | i | i | i | i | i | i | 5 | i | i | i
COc1ccc(-c2cc(C(=O)OC3CCOC3=O)c3ccccc3n2)cc1OC (stereo unspecified) | i | i | i | i | i | i | i | 4 | i | i | i
CCC(=O)N1CCN(c2ccccc2NC(=S)NC(=O)c2cccc([N+](=O)[O-])c2)CC1 | i | i | i | i | i | i | i | 3 | i | i | i
CC1(C)CC(NC(=O)c2coc(=O)c(Br)c2)CC(C)(C)N1 | i | i | i | i | i | i | i | -3 | i | i | i
CCCCC(=O)Nc1ccc(C(=O)NCC(=O)OC)cc1 | i | i | i | i | i | i | i | 0 | i | i | i
CCCNC(=O)CC(NS(=O)(=O)c1ccc(OC)cc1)c1ccco1 (stereo unspecified) | i | i | i | i | i | i | i | 0 | i | i | i
Cc1cc2c(cc1S(=O)(=O)CCC(=O)NCCc1ccccc1)OCC(=O)N2 | i | i | i | i | i | i | i | -2 | i | i | i
Cc1sc(NC(=O)/C=C/C(=O)O)c(C(N)=O)c1-c1ccc(C(C)(C)C)cc1 | i | i | i | i | i | i | i | 8 | i | i | i
Cc1ccc(NC(=O)CN(C)c2ccc(S(=O)(=O)N3CCCC3)cn2)cc1 | i | i | i | i | i | i | i | 1 | i | i | i
